# GASC1 inh: blocks human GASC-1 (KDM4C) demethylase activity; Q9H3R0; GST-KDM4C 2-372, H3K9me3 peptide, LANCE TR-FRET; inhibition, % at 12.5 µM; 96,000 compounds, 0.15% hits; AID 720574;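 active means mean replicate inhibition above about 25%, with at least 55% of replicates also reaching it, limit read from the data, passing the limit was not always enough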
# Target sequence (Q9H3R0 2-372 limits assumed): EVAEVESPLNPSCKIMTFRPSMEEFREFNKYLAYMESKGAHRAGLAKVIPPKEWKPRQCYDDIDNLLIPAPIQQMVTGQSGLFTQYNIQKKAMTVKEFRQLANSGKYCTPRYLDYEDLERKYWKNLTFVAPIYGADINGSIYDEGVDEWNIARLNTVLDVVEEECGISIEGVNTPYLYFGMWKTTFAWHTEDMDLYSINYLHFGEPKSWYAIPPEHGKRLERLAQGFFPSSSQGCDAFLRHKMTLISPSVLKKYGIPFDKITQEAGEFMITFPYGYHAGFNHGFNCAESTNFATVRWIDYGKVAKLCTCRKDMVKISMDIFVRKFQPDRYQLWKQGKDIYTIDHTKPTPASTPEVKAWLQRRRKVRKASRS
#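 reagent = H3K9me3 peptide substrate, Fe(II), 2-oxoglutarate | system = GST-tagged GASC-1 (JMJD2C) catalytic fragment, aa 2-372 | amount = enzyme final amount 10 nM | read-out = Fall in 671/618 emission ratio as inhibition | medium = HEPES buffer, pH 7.5, plus ascorbate | schedule = 30 min reaction, 60 min detection, RT | measured by = LANCE TR-FRET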
# Pf Dd2 growth: blocks growth of Plasmodium falciparum Dd2 parasites; P. falciparum Dd2 growth, SYBR Green, 72 h; active compounds read low; activity change, % at 10 µM; 94,000 compounds, 2.3% hits; AID 1159554; in the data active means activity change below about -80%
# C diff HTS: C. difficile growth inhibition; growth activity, negative = inhibition, % at 16 µg/mL (by protocol); 86,000 compounds, 0.25% hits; Clostridium difficile clinical isolate growth, OD600, 24 h; active compounds read low; AID 1259249;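 active means mean growth activity at or below -80% and every replicate also at or below -80%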;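 further: 0% = DMSO wells and -100% = levofloxacin 16 µg/mL wells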
# T cruzi growth: blocks T. cruzi growth in NIH3T3 culture | T. cruzi beta-gal in NIH3T3, GalScreen luminescence, 90 h | inhibition, % at 8.34 µM | 77,000 compounds, 5.9% hits | AID 624255;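 active means mean inhibition above about 93%, with at least 55% of replicates each passing it, limit read from the data, passing the limit was not always enough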
# Numbers without * were called inactive; / = not tested or not shown; & = joins results of further samples; ! = a repeat was not active. Outcome played no part in choosing rows; overall some 6.7% were active at least once.
SMILES,GASC1 inh,Pf Dd2 growth,C diff HTS,T cruzi growth
C[C@@H]1CN([C@H](C)CO)C(=O)c2cccc(NC(=O)CCCCCC(=O)Nc3ccccc3N)c2O[C@@H]1CN(C)S(=O)(=O)c1cccs1,2.4,-84*,5,/
CN1C(=O)c2cc(NC(=O)C3CCCC3)ccc2OC[C@H]2O[C@@H](CC(=O)NCc3ccccc3F)CC[C@@H]21,1.4,15,0,/
C[C@H]1CCCCO[C@@H](CN(C)CC2CCCCC2)[C@@H](C)CN([C@@H](C)CO)C(=O)c2cc(NS(=O)(=O)c3cccs3)ccc2O1,-0.1,-61,2,72
C[C@@H]1CN([C@@H](C)CO)S(=O)(=O)c2ccc(-c3cncnc3)cc2O[C@@H]1CN(C)Cc1ccncc1,0.8,3,1,-1
C[C@@H]1CN([C@@H](C)CO)C(=O)c2cc(N(C)C)ccc2O[C@H]1CN(C)S(C)(=O)=O,1.5,3,-1,3
C[C@@H]1CN([C@H](C)CO)S(=O)(=O)c2ccc(-c3cccc(C(=O)N(C)C)c3)cc2O[C@@H]1CN(C)C,-1.0,41,-1,42
CN(C)CC#Cc1ccc([C@H]2[C@@H](CO)N3C(=O)CN(C(=O)c4cccc(F)c4)C[C@@H]23)cc1,3.7,-22,0,/
CN1CCN(C(=O)C[C@H]2CC[C@H]3[C@@H](COC[C@H](O)CN3Cc3ccc4c(c3)OCO4)O2)CC1,0.0,-15,/,-4
O=C(Nc1cc(F)ccc1F)N1CCCCN2[C@H](C1)[C@H](c1ccc(-c3ccncc3)cc1)[C@@H]2CO,0.1,0,5,85
C[C@@H]1CN([C@@H](C)CO)S(=O)(=O)c2ccc(-c3ccncc3)cc2O[C@H]1CN(C)C(=O)C1CCCCC1,-1.9,-32,1,16
COCC(=O)Nc1ccc2c(c1)C(=O)N(C)[C@@H]1CC[C@H](CC(=O)OC)O[C@@H]1CO2,2.7,-58,1,70
CCCC#Cc1ccc([C@@H]2[C@@H](CO)N3CCCCN(S(=O)(=O)c4ccccc4F)C[C@H]23)cc1,2.3,2,20,94
C[C@@H]1CN([C@H](C)CO)S(=O)(=O)c2ccc(C#Cc3ccccc3F)cc2O[C@H]1CN(C)C(=O)c1ccc2c(c1)OCO2,2.1,-81*!,-4&4,125*
CO[C@@H]1CN(C)C(=O)c2cc(NC(=O)c3ccc(-c4ccccc4)cc3)ccc2OC[C@@H](C)NC[C@@H]1C,-2.3,-97*,/,/
COc1ccc(NC(=O)N(C)C[C@@H]2Oc3ccc(NS(C)(=O)=O)cc3C(=O)N([C@@H](C)CO)C[C@@H]2C)cc1,2.0,12,/,82
CCCNC(=O)N1[C@H](CO)[C@H](c2ccccc2)[C@@H]1CNC(=O)C1CCCCC1,-1.7,-7,-5,/
CN(C)C(=O)c1cccc(-c2ccc3c(c2)[C@@H]2[C@@H](CCN2S(=O)(=O)c2ccccc2)[C@@H](CO)N3)c1,-1.2,-6,6,108*
C[C@@H]1CN([C@@H](C)CO)C(=O)Cc2cc(NC(=O)Cc3cn(C)c4ccccc34)ccc2O[C@@H]1CN(C)Cc1ccc(C(F)(F)F)cc1,0.4,-34,5,51
C[C@H]1CN([C@@H](C)CO)C(=O)c2cc(C#CCN(C)C)cnc2O[C@@H]1CN(C)Cc1ccc2c(c1)OCO2,5.4,-17,/,-10
COc1cccc(NC(=O)N(C)C[C@H]2Oc3ncc(C4=CCCCC4)cc3C(=O)N([C@@H](C)CO)C[C@@H]2C)c1,1.8,-61,-17,72
CCCC(=O)N1CC2(CN(C(=O)Nc3cccc(F)c3)C2)c2c(n(C)c3cc(OC)ccc23)[C@H]1CO,-1.6,-82*,8,/
CCCNC(=O)Nc1ccc2c(c1)C(=O)N(C)C[C@@H](OC)[C@H](C)CN(S(C)(=O)=O)[C@@H](C)CO2,1.8,1,0,/
CO[C@@H]1CN(C)C(=O)c2ccc(NC(C)=O)cc2OC[C@H](C)N(Cc2ccc(F)cc2)C[C@@H]1C,1.7,24,/,5
COCC(=O)N1C[C@H](C)[C@H](OC)CN(C)C(=O)c2ccc(NC(=O)c3cnccn3)cc2OC[C@H]1C,-1.2,12,0,/
CN(C)CC#Cc1ccc([C@H]2[C@H]3CN(C(=O)CN(C)C)CCCCN3[C@H]2CO)cc1,5.5,-59,21,89
# (further entries)
SMILES,GASC1 inh,Pf Dd2 growth,C diff HTS,T cruzi growth
O=C(Cc1ccccc1)N1CC2(C1)[C@H](c1ccccc1)[C@H](CO)N2C(=O)Cc1ccccc1,-1.5,1,2,/
CC(=O)N1CCCCN2[C@H](CO)[C@@H](c3ccc(Br)cc3)[C@@H]2C1,-0.2,38,0,29
O=C(C1CCCC1)N1C[C@H]2[C@@H](c3ccccc31)[C@@H](CO)N2C(=O)Nc1cccc(F)c1,1.7,-9,6,-4
C/C=C/c1ccc([C@H]2[C@@H](CO)N(C(C)=O)[C@@H]2CN(CC)C(=O)CN(C)C)cc1,0.4,-2,-5,-22
C[C@@H]1CN([C@@H](C)CO)C(=O)c2c(c3ccccc3n2C)-c2ccccc2CO[C@@H]1CN(C)C(=O)Nc1cccc(C(F)(F)F)c1,-3.4,-73,-3,/
Cc1noc(C)c1NC(=O)N(C)C[C@@H]1OCCCC[C@@H](C)Oc2ccc(NC(=O)C3CCCCC3)cc2C(=O)N([C@H](C)CO)C[C@H]1C,-0.1,11,-2,26
C[C@H]1CN([C@@H](C)CO)C(=O)Cc2cc(NC(=O)Cn3cnnn3)ccc2O[C@@H]1CN(C)Cc1ccc(C(=O)O)cc1,0.5,29,-2,-6
O=C(C[C@H]1C[C@H]2c3cc(NC(=O)NC4CCCC4)ccc3O[C@H]2[C@@H](CO)O1)NCc1ccccn1,0.4,10,2,/
C[C@@H]1CN([C@@H](C)CO)C(=O)Cc2cc(NC(=O)Nc3cccc4ccccc34)ccc2O[C@@H]1CN(C)C,-1.3,4,4,/
O=C(C1CCOCC1)N1CC(=O)N2[C@H](CO)[C@H](c3ccc(C#Cc4cccc(F)c4)cc3)[C@H]2C1,-0.2,-2,-21,/
Cc1noc(C)c1NC(=O)Nc1ccc2c(c1)CC(=O)N([C@H](C)CO)C[C@@H](C)[C@@H](CN(C)Cc1ccc3c(c1)OCO3)O2,2.0,0,-4,10
Cc1cccc(S(=O)(=O)N[C@H]2CC[C@@H](CCNS(=O)(=O)c3ccccc3F)O[C@H]2CO)c1,0.5,9,/,2
CN(C)CC#Cc1ccc([C@@H]2[C@H]3CN(CC4CC4)CCCCN3[C@H]2CO)cc1,4.1,-8,11,-44
COCC#Cc1cnc2c(c1)C(=O)N([C@@H](C)CO)C[C@@H](C)[C@H](CN(C)C(=O)CCN1CCCCC1)O2,-1.1,63,3,21
CO[C@@H]1CN(C)C(=O)c2cccc(C#N)c2OC[C@H]2O[C@@H](CC[C@H]2OC)CCN(C)C(=O)[C@H]1C,-0.5,-2,/,-55
CC(=O)N(C)C[C@H]1Oc2ncc(-c3ccccc3F)cc2C(=O)N([C@H](C)CO)C[C@@H]1C,-0.6,41,-4,15
COc1ccccc1-c1cnc2c(c1)C(=O)N([C@H](C)CO)C[C@H](C)[C@H](CN(C)CC1CCCC1)O2,-0.5,-5,8,19
CCC(=O)N(C)C[C@@H]1Oc2ncc(C#Cc3ccncc3)cc2C(=O)N([C@@H](C)CO)C[C@@H]1C,9.0,15,3,-3
O=C(C1CCCC1)N1C[C@@H]2[C@H](c3ccccc31)[C@@H](CO)N2C(=O)c1ccccc1F,1.1,-15,5,53
COc1ccccc1CN1C[C@@H](C)[C@H](OC)CN(C)C(=O)c2ccc(NC(C)=O)cc2OC[C@H]1C,0.2,3,/,13
COc1ccc(CNC(=O)C[C@H]2CC[C@@H]3[C@@H](COc4ccc(NC(=O)C(C)C)cc4C(=O)N3C)O2)cc1,1.0,6,-4,18
Cc1ccc(S(=O)(=O)Nc2ccc3c(c2)C(=O)N([C@@H](C)CO)C[C@H](C)[C@@H](CN(C)Cc2ccc4c(c2)OCO4)O3)cc1,-1.7,32,-2,8
C[C@H](CO)N1C[C@H](C)[C@@H](CN(C)C(=O)CC2CC2)Oc2cc(C#CCC3CCCC3)ccc2S1(=O)=O,-2.1,-66,17,116*
COC(=O)C[C@@H]1CC[C@H]2[C@H](COc3ccc(NC(=O)Nc4ccc(C#N)cc4)cc3C(=O)N2C)O1,-3.1,0,8,41
C[C@@H]1CN([C@@H](C)CO)S(=O)(=O)c2ccc(C3=CCCCC3)cc2O[C@H]1CN(C)S(=O)(=O)c1cn(C)cn1,-2.6,-53,-1,67

# Four entries from above, as labelled records:
mol: CC(=O)N(C)C[C@H]1Oc2ncc(-c3ccccc3F)cc2C(=O)N([C@H](C)CO)C[C@@H]1C
- GASC1 inh = -0.6
- Pf Dd2 growth = 41
- C diff HTS = -4
- T cruzi growth = 15

mol: COc1ccccc1-c1cnc2c(c1)C(=O)N([C@H](C)CO)C[C@H](C)[C@H](CN(C)CC1CCCC1)O2
- GASC1 inh = -0.5
- Pf Dd2 growth = -5
- C diff HTS = 8
- T cruzi growth = 19

mol: CCC(=O)N(C)C[C@@H]1Oc2ncc(C#Cc3ccncc3)cc2C(=O)N([C@@H](C)CO)C[C@@H]1C
- GASC1 inh = 9.0
- Pf Dd2 growth = 15
- C diff HTS = 3
- T cruzi growth = -3

mol: O=C(C1CCCC1)N1C[C@@H]2[C@H](c3ccccc31)[C@@H](CO)N2C(=O)c1ccccc1F
- GASC1 inh = 1.1
- Pf Dd2 growth = -15
- C diff HTS = 5
- T cruzi growth = 53

# Following part
SMILES,GASC1 inh,Pf Dd2 growth,C diff HTS,T cruzi growth
O=S(=O)(c1ccccc1F)N1C[C@@H]2N[C@H](C1)C2c1ccc(-c2ccncc2)cc1 (stereo partly specified),-1.5,-70,-6,/
O=C(N[C@@H]1CC[C@@H](CCNS(=O)(=O)c2ccccc2)O[C@H]1CO)c1cccnc1,0.4,6,/,4
CN1C(=O)c2cc(NC(=O)C3CCOCC3)ccc2OC[C@H]2O[C@H](CC(=O)NCC3CC3)CC[C@@H]21,0.7,3,0,16
O=C(NCC[C@@H]1CC[C@H](NS(=O)(=O)c2ccc(Cl)cc2)[C@@H](CO)O1)c1ccccc1F,1.3,-7,-5,57
COc1cccc(C(=O)Nc2ccc3c(c2)C(=O)N(C)[C@H]2CC[C@@H](CC(=O)NCc4ccccc4F)O[C@H]2CO3)c1,-1.2,-22,1,55
COc1ccc(CN(C)C[C@H]2Oc3ccc(NC(=O)Nc4cccc5ccccc45)cc3C(=O)N([C@@H](C)CO)C[C@H]2C)cc1,-2.8,3,30,62
O=C(Nc1ccc(F)cc1)N1[C@@H](CO)[C@@H]2c3ccccc3NC[C@@H]21,0.0,-4,-4,-3
C[C@@H]1CN([C@H](C)CO)S(=O)(=O)c2ccc(C3=CCCC3)cc2O[C@H]1CN(C)CC1CCOCC1,1.8,-5,2,/
C[C@H](CO)N1C[C@H](C)[C@H](CN(C)CC2CCOCC2)Oc2cc(Br)ccc2S1(=O)=O,1.7,20,8,39
O=C(C[C@H]1CC[C@H]2[C@@H](COC[C@H](O)CN2Cc2cc(F)cc(F)c2)O1)NC1CCCC1,-0.6,-18,2&0,34
C/C=C/c1ccc2c(c1)O[C@H](CN(C)C(=O)NC1CCCC1)[C@H](C)CN([C@H](C)CO)S2(=O)=O,/,9,3,/
O=C(C1CCCCC1)N1CC2(C1)[C@@H](c1ccccc1)[C@H](CO)N2C(=O)c1cccnc1,-1.5,-27,-4,/
CN(C)C(=O)c1ccc(-c2ccc([C@@H]3[C@H](CO)N4C(=O)CN(C(=O)C5CCCCC5)C[C@@H]34)cc2)cc1,-0.1,-9,-4,/
O=C(C[C@H]1C[C@@H]2c3cc(NC(=O)Nc4ccccc4F)ccc3O[C@@H]2[C@@H](CO)O1)NCc1cc(F)ccc1F,-2.1,-34,5,/
Cc1ccc(S(=O)(=O)N(C)C[C@@H]2Oc3ccc(NC(=O)Nc4cccc5ccccc45)cc3C(=O)N([C@@H](C)CO)C[C@H]2C)cc1,-0.5,-26,/,50
CCCNC(=O)N1CC2(CCN(Cc3cccc(OC)c3)CC2)c2c(n(C)c3cc(OC)ccc23)[C@@H]1CO,-0.3,-89*,-3,/
CNC[C@@H]1Oc2ccc(NC(=O)Nc3ccc(C(F)(F)F)cc3)cc2C(=O)N([C@@H](C)CO)C[C@@H]1C,0.2,13,5,56
O=C(Nc1ccccc1F)N1[C@H](CO)[C@H]2c3ccccc3NC[C@H]21,5.9,-10,12,-26
O=C(NCC[C@@H]1CC[C@H](NC(=O)C2CC2)[C@@H](CO)O1)c1cnccn1,0.7,5,-3,/
C[C@H](CO)N1C[C@H](C)[C@H](CN(C)C)Oc2ccc(NC(=O)CCCCCC(=O)Nc3ccccc3N)cc2C1=O,4.5,44,-1,/
C[C@H]1CN([C@@H](C)CO)S(=O)(=O)c2ccc(C3=CCCC3)cc2O[C@@H]1CN(C)Cc1ccccc1F,0.4,-34,-4,93

# Ordered by the number under Pf Dd2 growth (lowest first): 3 from the list above
Molecule | Pf Dd2 growth
C[C@H]1CN([C@@H](C)CO)S(=O)(=O)c2ccc(C3=CCCC3)cc2O[C@@H]1CN(C)Cc1ccccc1F | -34
O=C(C1CCCCC1)N1CC2(C1)[C@@H](c1ccccc1)[C@H](CO)N2C(=O)c1cccnc1 | -27
COc1cccc(C(=O)Nc2ccc3c(c2)C(=O)N(C)[C@H]2CC[C@@H](CC(=O)NCc4ccccc4F)O[C@H]2CO3)c1 | -22

# Compound activity deposited in PubChem BioAssay by Broad Institute.
